Screening data from PubChem BioAssay.
TRPC6 activator – mouse TRPC6 channel activators, primary screen, cell-based, HEK293, membrane potential dye; Short transient receptor potential channel 6 (Mus musculus), Q61143; B-score at 10 µM; 310,000 tested, 0.13% active; HEK293-TRPC6 membrane potential dye fluorescence; hits give high values;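 active = B-score of the integrated fluorescence ratio above library mean plus 3 SD, and starting fluorescence ratio within library mean plus 5 SD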;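 note: higher score means more depolarization so channel activation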
RGS4 block – RGS4 inhibitors, primary screen, cell-based, HEK293 M3R inducible RGS4, calcium flux. Regulator of G-protein signaling 4 (Homo sapiens), P49798. Fluo-4 calcium flux; hits give high values; triggered by carbachol at its EC20. B-score at 10 µM. 310,000 tested, 0.45% active. AID 463165, 2010;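 active = B-score, a plate-corrected calcium signal, over three deviations above library mean, with baseline fluorescence within five deviations of library mean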;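 note: RGS4 expression induced by doxycycline in cells with stable M3 receptor; B-score is computed from the integrated fluorescence ratio over baseline after carbachol; higher B-score means a larger calcium signal and so more RGS4 inhibition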
Target sequence (P49798 whole entry, looked up): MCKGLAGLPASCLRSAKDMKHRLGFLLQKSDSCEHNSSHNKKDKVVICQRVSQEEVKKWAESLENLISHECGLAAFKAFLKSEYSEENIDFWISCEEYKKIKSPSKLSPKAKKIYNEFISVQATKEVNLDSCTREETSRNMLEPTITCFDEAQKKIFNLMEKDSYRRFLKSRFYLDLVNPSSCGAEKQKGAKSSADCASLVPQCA
RGS4 pot – RGS4 potentiators or activators, primary screen, cell-based, HEK293 M3R inducible RGS4, calcium flux. AID 463111, 2010. 310,000 tested, 0.92% active. carbachol calcium flux Fluo4; hits give low values. B-score at 10 µM;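 active = B-score of the integrated calcium signal more than 4 SD below the library mean, with starting fluorescence not abnormally high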;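 note: negative B-score means reduced calcium response which marks RGS4 activation or potentiation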
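Assay system: HEK293 FlpIn-TREx cells, stable M3R, doxycycline-inducible RGS4 / Probe or stimulus: carbachol, ECmax concentration / Times: overnight RGS4 induction, 30 min dye load 37 °C, 20 min compound RT / Signal: kinetic calcium fluorescence imaging with Fluo4-AM dye, 2 µM / Measure: Agonist-evoked peak-minus-minimum fluorescence over baseline, integrated ratio, B score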
TRPC6 inhibitor – mouse TRPC6 channel inhibitors, primary screen, cell-based, HEK293, membrane potential dye. Short transient receptor potential channel 6 (Mus musculus), Q61143. ACh-evoked depolarization; hits give low values. B-score at 10 µM. 310,000 tested, 1.1% active;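 active = B-score under library mean minus 3 SD, initial fluorescence not abnormally high, positive integrated signal ratio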;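 note: B-score derived from integrated fluorescence ratio over the kinetic read; more negative B-score means stronger inhibition of depolarization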
ANO1 activ – TMEM16A chloride channel activators or potentiators, primary screen, cell-based, HTS. Anoctamin-1 (Mus musculus), Q8BHY3. HEK293 TMEM16A/YFP-H148Q/I152L, iodide quench fluorescence; hits give low values. B-score at 10 µM. 340,000 tested, 0.3% active;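 active = fluorescence-ratio B-score plate-corrected deviation score at least 3 library SD below zero, with starting fluorescence score within 5 deviations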;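 note: channel opened by trigger with iodide after compound preincubation; score built on the fluorescence ratio of max minus min over baseline; more negative score means more quench and so TMEM16A activation or potentiation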
MrgX1 antag – antagonists of human MrgX1 receptor, primary screen, HEK293 cells, Fluo-4 calcium flux | Mas-related G-protein coupled receptor member X1 (Homo sapiens), Q96LB2 | BAM8-22 antagonism; hits give low values | B-score at 10 µM | 310,000 tested, 1.3% active | AID 588676, 2011;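 active = calcium-response B-score plate-corrected more than 3 library SD below zero, starting fluorescence within 5 deviations, no agonist response on first addition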;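 note: peak minus trough fluorescence over baseline after final BAM8-22 challenge near maximal dose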
Target sequence (Q96LB2 whole entry, looked up): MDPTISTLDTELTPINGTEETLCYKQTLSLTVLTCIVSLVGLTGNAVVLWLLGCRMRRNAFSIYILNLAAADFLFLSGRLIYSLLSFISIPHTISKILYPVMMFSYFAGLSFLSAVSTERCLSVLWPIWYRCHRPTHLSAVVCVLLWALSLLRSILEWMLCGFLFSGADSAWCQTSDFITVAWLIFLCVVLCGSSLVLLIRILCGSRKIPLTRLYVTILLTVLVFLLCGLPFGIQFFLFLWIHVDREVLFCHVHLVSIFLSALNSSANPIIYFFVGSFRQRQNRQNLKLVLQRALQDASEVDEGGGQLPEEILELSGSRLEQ
SKKanGAS inh – S. pyogenes SKKanGAS growth inhibitors in kanamycin, primary screen, streptokinase expression inhibitor project, SKKanGAS strain, BacTiter-Glo luminescence; 6 h; inhibition, % at 7.5 µM; 300,000 tested, 1.3% active;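 active = mean replicate score, as percent of positive control median, at least 50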;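 note: strain carries kanamycin resistance gene driven by streptokinase promoter and grows in 40 µg/ml kanamycin; loss of luminescence reflects streptokinase promoter inhibition or plain growth inhibition; 0% = median of DMSO wells and 100% = positive control at its reference dose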
HDAC3 inh – HDAC3 deacetylase inhibitors, primary screen, biochemical, fluorescence, cell-free homogeneous; Histone deacetylase 3 (Homo sapiens), O15379; recombinant HDAC3, fluorogenic peptide/trypsin coupled; inhibition, % at 8.3 µM; 320,000 tested, 0.15% active; AID 2718, 2010; in the data active = inhibition above about 26%, passing the limit was not always enough
Target sequence (O15379 whole entry, looked up): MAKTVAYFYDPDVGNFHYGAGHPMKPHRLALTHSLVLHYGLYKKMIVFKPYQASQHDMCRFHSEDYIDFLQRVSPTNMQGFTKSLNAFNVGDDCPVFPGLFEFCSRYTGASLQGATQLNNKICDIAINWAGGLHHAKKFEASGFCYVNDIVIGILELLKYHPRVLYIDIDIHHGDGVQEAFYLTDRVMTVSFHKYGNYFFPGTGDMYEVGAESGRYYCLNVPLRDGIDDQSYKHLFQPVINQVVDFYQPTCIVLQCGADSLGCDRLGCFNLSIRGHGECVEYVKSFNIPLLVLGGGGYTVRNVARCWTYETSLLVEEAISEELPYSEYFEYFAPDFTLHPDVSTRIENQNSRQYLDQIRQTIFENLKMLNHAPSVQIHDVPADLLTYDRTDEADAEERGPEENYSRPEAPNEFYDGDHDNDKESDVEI
ANO1 block – TMEM16A chloride channel inhibitors, primary screen, cell-based, HTS. Anoctamin-1 (Mus musculus), Q8BHY3. HEK293 TMEM16A/YFP iodide influx fluorescence, ionomycin. normalized B-score (activity score, 25-100; higher = stronger inhibition) at 10 µM. 310,000 tested, 1.2% active. AID 588511, 2011;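 active = ratio plate-corrected score three or more library SD toward inhibition, starting fluorescence score within five deviations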;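 note: score derived from kinetic fluorescence span divided by baseline fluorescence per well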
MrgX1 PAM – positive allosteric modulators of MrgX1, primary screen, HEK293 cells, Fluo-4 calcium flux | B-score at 10 µM | 310,000 tested, 0.63% active | FDSS; hits give high values;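 active = plate-corrected calcium response at least 3 library SD above typical, normal starting fluorescence, not activating the receptor alone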;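 note: compound read alongside a low EC10 to EC30 dose of BAM8-22 agonist; peak minus trough fluorescence over baseline measured at the second addition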
MrgX1 ag – agonists of human MrgX1 receptor, primary screen, HEK293 cells, Fluo-4 calcium flux | 310,000 tested, 0.44% active | Mas-related G-protein coupled receptor member X1 (Homo sapiens), Q96LB2 | Fluo-4 calcium fluorescence, agonist mode; hits give high values | AID 588627, 2011 | B-score at 10 µM;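 active = calcium response B-score plate-corrected fluorescence ratio at least 3 library SD, with starting fluorescence B-score inside 5 SD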
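Material: MrgX1-expressing HEK293 cells; input: 15,000 cells per well; doses: test compound given as first of three sequential additions; schedule: overnight plating before 1 h dye loading; technique: Fluo-4 NW calcium-flux fluorescence, kinetic read; evaluation: baseline-normalised fluorescence change ratio, B-scored; control set: plate-wise positive and negative controls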
* marks the source's active call; other numbers are inactive results; i = inactive; x = no result given.

SMILES | TRPC6 activator | RGS4 block | RGS4 pot | TRPC6 inhibitor | ANO1 activ | MrgX1 antag | SKKanGAS inh | HDAC3 inh | ANO1 block | MrgX1 PAM | MrgX1 ag
CCN(CC)CC(=O)NCC1(c2ccccc2)CCCC1 | i | i | i | i | i | i | 0.1 | -4.0 | i | i | i
CCCCCOc1ccc(CSc2n[nH]c(C)n2)cc1 | i | i | i | i | i | i | 11.5 | 8.0 | i | i | i
CCOC(=O)c1c(NC(=O)CSc2nnnn2-c2ccc(OC)cc2)sc(C)c1C | i | i | i | i | i | i | -9.1 | -2.7 | 25* | i | i
COc1ccc(Cc2nnc(SCC(=O)c3ccccc3)o2)cc1 | i | i | i | i | i | i | -13.4 | 2.4 | i | i | i
Cc1cc(C)c2nc(-c3ccccn3)cc(C(=O)NCc3ccco3)c2c1 | i | i | i | i | i | i | -0.9 | -16.0 | i | i | i
C#CC[N+](C)(C)CCCCCCCCC | i | i | i | i | i | i | 3.0 | 3.8 | i | i | i
CC1=C(C(=O)Nc2ccccc2)C(c2ccncc2)C(C#N)=C(SCC(=O)Nc2ccccc2)N1 (centres undefined) | i | i | i | i | i | i | 3.2 | 6.1 | i | i | i
Cc1oc(-c2ccccc2F)nc1CS(=O)(=O)CC(=O)NCCN1CCCC1 | i | i | i | i | i | i | 2.4 | 5.2 | i | i | i
c1ccc2c(c1)[nH]c1c3ccccc3sc21 | i | i | i | i | i | i | 1.2 | 5.8 | i | i | i
COC(=O)C1C(O)=C(C=NC2CCCCC2)C(=O)CC1(C)C (centres undefined) | i | i | i | i | i | i | -3.2 | -0.1 | i | i | i
CCn1c(NC(=O)c2cccc(Cn3cc(Cl)cn3)c2)nc2ccccc21 | i | i | i | i | i | i | 84.6* | -5.7 | i | i | i
CSc1nnc(C(C)(C)C)c(=O)n1/N=C/c1ccc(C(C)C)cc1 | i | i | i | i | i | i | -5.2 | -2.9 | i | i | i
O=C1/C(=C/c2ccccc2F)SC(=S)N1CC(=O)N1CCCCC1c1cccnc1 (centres undefined) | i | i | i | i | i | i | 2.5 | 11.9 | i | i | i
O=C(Nc1nccs1)c1cccc(S(=O)(=O)N2CCCC2)c1 | i | i | i | i | i | i | 8.7 | 3.1 | i | i | i
CN(CC1CCOCC1)C(=O)c1ccc2nc(Cc3cccc(Cl)c3)oc2c1 | i | i | i | i | i | i | 2.6 | -3.3 | i | i | i
COCCN=C1N[C@@H](c2ccccc2)C(C(=O)OC)=C(C)N1Cc1ccccc1 | i | i | i | i | i | i | -0.6 | -2.3 | i | i | i
N#CC(C#N)=Cc1ccc(OCC(=O)N2CCOCC2)cc1 | i | i | i | i | i | i | 28.8 | 3.3 | i | i | i
CCOc1cc(C2/C(=C(\O)c3cc(C)ccc3C)C(=O)C(=O)N2CCN(C)C)ccc1O (centres undefined) | i | i | i | i | i | i | 3.0 | 7.5 | i | i | i
CCOc1ccc(-n2c(SCC(=O)Nc3ccc(OC)cc3)nc3sc4c(c3c2=O)CCN(C)C4)cc1 | i | i | i | i | i | i | 0.0 | 13.3 | i | i | i
Cc1ccsc1/C=N/N1CCN(c2ccccc2)CC1 | i | i | i | i | i | i | -3.7 | -1.4 | i | i | i
O=C(NCc1cccnc1)C1c2ccccc2C(=O)N1Cc1ccccc1 (centres undefined) | i | i | i | i | i | i | 5.7 | -7.0 | i | i | i
Cn1c(=O)[nH]c(=O)c2c1nc(Br)n2Cc1ccccc1Cl | i | i | i | i | i | i | -4.9 | 3.6 | i | i | i
CCOC(=O)c1cc(-c2cccs2)nn1CCC#N | i | i | i | i | i | i | 1.5 | -2.6 | i | i | i
O=C(Oc1ccc2c(c1)C(=O)c1ccccc1CO2)c1ccccc1 | i | i | i | i | i | i | 23.9 | -10.9 | i | i | i
NC(=O)CCn1nc(-c2ccccc2)c2ccccc2c1=O | i | i | i | i | i | i | 1.7 | 1.0 | i | i | i
COc1ccc2c(c1)SCC/C2=C\CN1C(=O)CCC1=O | i | i | i | i | i | i | -1.6 | 1.1 | i | i | i
Cc1cc(Cl)ccc1Oc1ccc(C(N)=O)cc1[N+](=O)[O-] | i | i | i | i | i | i | 4.0 | -2.3 | i | i | i
Cc1ccc(S(=O)(=O)Nc2cccc(-c3ccc(N4CCCCCC4)nn3)c2)cc1 | i | i | i | i | i | i | 10.2 | 6.9 | i | i | i
CCCC1=C(C(=O)OCC)C(c2ccc(OC)c(CSc3ccccn3)c2)C(C#N)=C(N)O1 (centres undefined) | i | i | i | i | i | i | -0.8 | 1.4 | i | i | i
CCn1c2ccccc2c2cc(NC(=O)C(C)Oc3ccc(OC)cc3)ccc21 (centres undefined) | i | i | i | i | i | i | 1.0 | 1.4 | i | i | i
CCOc1ccccc1NC(=O)COC(=O)c1cccc(-c2ccc(OC(C)=O)cc2)c1 | i | i | i | i | i | i | 3.2 | -8.3 | i | i | i
C=CCn1c(C)cc(C(=O)COc2ccc(C)nc2[N+](=O)[O-])c1C | i | i | i | i | i | i | -0.6 | -1.5 | i | i | i
O=C(COC(=O)COc1ccccc1[N+](=O)[O-])Nc1cccc(Br)c1 | i | i | i | i | i | i | 3.8 | -1.8 | i | i | i
CC(C)(C)NS(=O)(=O)c1cccc(S(=O)(=O)c2cccc(S(=O)(=O)NC(C)(C)C)c2)c1 | x | x | x | x | x | i | x | 4.8 | i | i | i
CCC(C)NC(=O)c1ccc(CSc2nc3ccncc3n2Cc2ccc(F)cc2)cc1 (centres undefined) | i | i | i | i | i | i | -1.8 | -2.1 | i | i | i
CN1CCCC(OC(=O)c2ccccc2Br)C1 (centres undefined) | i | i | i | i | i | i | 1.5 | -1.2 | i | 6.57* | i
CCOC(=O)c1cc2sccc2n1CC(=O)O | i | i | i | i | i | i | -8.7 | -0.3 | i | i | i
O=C(CNc1cccc2ccccc12)c1ccc([N+](=O)[O-])cc1 | i | i | i | i | i | i | -12.3 | 1.9 | i | i | i
Cc1cc2cc(CNC(=O)Nc3cccc(Cl)c3)ccc2n1C | i | i | i | i | i | i | 6.5 | 4.1 | i | i | i
C/C(COc1ccccc1)=N\NC(=O)c1nnn(-c2nonc2N)c1CSc1ccccc1 | i | i | i | i | i | i | -3.9 | 3.1 | i | i | i
O=c1ccc(-c2ccc(S(=O)(=O)Nc3ccc(F)cc3)s2)n[nH]1 | i | i | i | i | i | i | -1.3 | 3.3 | i | i | i
CC(C)C(C)(C#N)NC(=O)CSc1nc2scc(-c3ccc(F)cc3)c2c(=O)n1Cc1ccccc1 (centres undefined) | i | i | i | i | i | i | 13.0 | -3.9 | i | i | i
O=S(=O)(Nc1ccc(-c2csc(-c3ccccc3)n2)cc1)c1ccccc1 | i | i | i | i | i | i | 46.3 | -0.5 | i | i | i
O=C(CCc1ccccc1)NNC(=S)NC(=O)c1ccc(Cl)cc1 | i | i | i | i | x | i | 60.7* | 6.2 | 100* | i | 141*
Cc1ccc(/C=C2/NC(=O)N(c3ccccc3)C2=O)o1 | i | i | i | i | i | i | 5.4 | 2.9 | i | i | i
CC(=O)c1cccc(NCC(=O)Nc2cc(S(=O)(=O)N3CCCCC3)ccc2C)c1 | i | i | i | i | i | i | 4.3 | 1.7 | i | i | i
O=C(CC1C(=O)NCCN1Cc1ccccc1C(F)(F)F)NC1CCCCCC1 (centres undefined) | i | i | i | i | i | i | -6.5 | 2.4 | i | i | i
CCCC(CCC(=O)Nc1ccc(C(=O)OC)cc1)C(=O)O (centres undefined) | i | i | i | i | i | i | -7.8 | -2.4 | i | i | i
COc1ccc(CNC2CCCc3ccccc32)c(OC)c1 (centres undefined) | i | i | i | -6.02* | i | i | -3.2 | 1.2 | i | i | i
CCOC(=O)c1c(-n2cnnn2)sc2c1CCCC2 | i | i | i | i | i | i | 3.5 | -13.1 | i | i | i
Following part
SMILES | TRPC6 activator | RGS4 block | RGS4 pot | TRPC6 inhibitor | ANO1 activ | MrgX1 antag | SKKanGAS inh | HDAC3 inh | ANO1 block | MrgX1 PAM | MrgX1 ag
O=C(Nc1nc2ccccc2[nH]1)NC1CCCCC1 | i | i | i | i | i | i | 10.1 | x | i | i | i
O=C(Nc1ccc(Cl)cc1Cl)c1ccc2ncsc2c1 | i | i | i | i | x | i | 1.1 | -2.3 | i | i | i
CCOC1(OCC)N=C(N)C2(C#N)C(c3ccc(NC(C)=O)cc3)C12C#N (centres undefined) | i | i | i | i | i | i | -2.3 | -3.7 | i | i | i
O=C(Nc1c2c(nn1-c1ccc(F)cc1)CS(=O)(=O)C2)c1ccc(S(=O)(=O)N2CCOCC2)cc1 | i | i | i | i | i | i | 0.9 | -4.9 | i | i | i
O=C(c1cccc(F)c1)N1CCN(C(=O)c2cc3ncc(Br)cn3n2)CC1 | i | i | i | i | i | i | 0.1 | -11.4 | i | i | i
N#Cc1ccsc1NC(=O)CN1CCOCC1 | i | i | i | i | i | i | -4.3 | 6.2 | i | i | i
CCOC(=O)C1CCCN(C(=O)/C=C/c2ccc(OC)cc2)C1 (centres undefined) | i | i | i | i | i | i | -9.2 | 5.6 | i | i | i
Cc1ccc(NC(=O)CSc2ccc(-c3ccccn3)nn2)cc1F | i | i | i | i | i | i | 3.4 | 2.3 | i | i | i
CCOC(=O)/C(=N\Nc1ccc(OC)cc1)c1csc(Nc2ccccc2)n1 | i | i | i | i | i | i | 60.0* | 0.2 | i | i | i
CC(C)(C)c1cnnn1-c1ccc(/C=N/Nc2ccc([N+](=O)[O-])cc2)cc1 | i | i | i | i | i | i | 39.5 | 9.9 | i | i | i
Cc1nnc(SCC(=O)NCc2ccc3c(c2)OCO3)[nH]c1=O | i | i | i | i | i | i | -7.9 | -7.2 | i | i | i
